# Screening results: PubChem, Sanford-Burnham Center for Chemical Genomics
# SENP1 FRET inh = human SENP1 catalytic domain inhibitors, primary screen, biochemical, FRET, uHTS; Sentrin-specific protease 1 (Homo sapiens), Q9P0U3; recombinant SENP1 catalytic domain, CyPet-SUMO1-YPet FRET cleavage; inhibition, % at 10 µM; actives 0.21% (n = 360,000);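 active means inhibition at least 30% at 10 µM, raw YFP signal under a set limit, fluorescence ratio 0.5 to 1.5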;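 further: 0% = enzyme with DMSO and 100% = no enzyme wells; some results filed as inactive read as strong as hits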
# Target sequence (Q9P0U3 419-644 limits assumed): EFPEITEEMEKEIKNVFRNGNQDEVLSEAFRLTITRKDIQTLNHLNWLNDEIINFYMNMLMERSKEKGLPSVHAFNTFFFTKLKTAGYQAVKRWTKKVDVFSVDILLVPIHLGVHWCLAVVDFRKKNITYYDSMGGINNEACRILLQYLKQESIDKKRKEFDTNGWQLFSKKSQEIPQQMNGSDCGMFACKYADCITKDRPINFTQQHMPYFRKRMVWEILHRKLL
#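 Test system: hSENP1 catalytic domain, recombinant; Amount: 20 pM final SENP1 enzyme; Medium: Tris pH 8 buffer plus EDTA, NaCl, BME, BSA, NP40, catalase; Schedule: 50 min enzyme reaction, room temperature, light-protected; Technique: FRET fluorescence in CFP and YFP emission channels; Controls: no-enzyme wells low, DMSO-plus-enzyme wells high control.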
# MPTP inh = mitochondrial permeability transition pore inhibitors, primary screen, biochemical, isolated mouse mitochondria, absorbance; Ca2+ swelling absorbance, 30 min; inhibition, % at 10 µM; actives 1.4% (n = 360,000);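 active means inhibition of 50% or more, scaled per plate between neutral and stimulator controls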;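 further: 0% = DMSO wells given calcium and 100% = 1 mM EGTA wells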
# SENP8 inh = human SENP8 protease inhibitors, primary screen, biochemical, fluorescence, Nedd8 protein substrate, uHTS; Sentrin-specific protease 8 (Homo sapiens), Q96LD8; inhibition, % at 20 µM; AID 602440, 2012; actives 0.64% (n = 360,000); recombinant SENP8; in the data active means inhibition mostly above about 40%, no sharp cut-off; inactive means mostly below about 27%
# Target sequence (Q96LD8 whole entry, looked up): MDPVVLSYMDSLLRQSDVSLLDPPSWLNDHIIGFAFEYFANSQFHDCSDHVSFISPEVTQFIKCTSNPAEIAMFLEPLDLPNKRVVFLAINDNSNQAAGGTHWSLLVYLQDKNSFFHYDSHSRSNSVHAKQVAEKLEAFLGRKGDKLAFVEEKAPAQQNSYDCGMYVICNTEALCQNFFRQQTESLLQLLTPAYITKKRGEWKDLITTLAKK
# * hit, by the source's call; i = inactive.
SMILES,SENP1 FRET inh,MPTP inh,SENP8 inh
Cc1c(C(=O)NCc2cccs2)sc(=O)n1Cc1ccc(S(=O)(=O)N(C)C)cc1,-2,-2.0,0
OCCNc1ncnc2c1ncn2[C@H]1CN(Cc2ccco2)C[C@@H](CO)O1,-1,-2.4,-6
CC1(C(=O)NS(=O)(=O)Cc2ccccc2C(F)(F)F)CCN1C(=O)c1ccco1 (stereo not given),3,0.5,21
Cc1c(C(=O)N2CCCC2(C)C(=O)NCC(C)C)oc2ccccc12 (stereo not given),-1,0.3,11
CC(C)C[C@H]1CN(CCCC[C@H]2CNC(=O)C(=O)N2CC2CCCCC2)C(=O)C(=O)N1CC1CCCCC1,2,-1.8,14
CC(C)C(C(=O)NC1CCCC1)N1CCN(c2ncccc2C#N)CC1 (stereo not given),16,0.2,-5
O=C(NC(c1ccc(Cl)cc1)c1ccsc1)C1CCN(CCOc2ccc(Cl)cc2)CC1 (stereo not given),1,2.0,16
CCCCn1nnnc1C(c1ccccc1)N1CCCN(Cc2ccc(F)cc2)CC1 (stereo not given),0,2.8,18
CCc1nc2ccc(C(=O)NCCCn3ccnc3)cn2c1N(C)C(=O)COc1ccccc1,3,-0.4,-18
COC(=O)[C@@]12C[C@@H](CC(=O)N3CCOCC3)C(=O)N(Cc3ccco3)C1=CCC(C)(C)C2,0,-0.3,20
CCOC(=O)[C@]12CCCC=C1N(Cc1ccc(Cl)cc1Cl)C(=O)[C@H](CC(=O)NCCCOC)C2,-1,-0.3,16
O=C(Nc1nnc([C@H]2C[C@H](O)[C@@H](CO)O2)s1)Nc1cccc(Cl)c1Cl,-2,-0.4,-22
CC(=O)c1sc(Nc2ccc3c(c2)OCO3)nc1C,-3,0.5,-172
COc1ccc(OCCN2CCC(C(=O)NC(c3ccc(C)cc3)c3ccccn3)CC2)cc1 (stereo not given),-1,-0.4,11
Cc1cn([C@H]2C[C@H](O)[C@@H](/C=C/C(=O)NCCN3CCOCC3)O2)c(=O)[nH]c1=O,0,-0.2,28
Cc1cc2nc(-c3ccc(C#N)cc3)c(Cc3cccc(F)c3)n2c(C)c1Br,24,1.5,-90
N#Cc1cccc(NC(=O)c2cc(C3CCCCN3C(=O)c3ccccc3)on2)c1 (stereo not given),-2,0.6,14
CNc1cncc(-c2cccc(C(C)=O)c2)n1,1,0.1,-415
CN(C)c1ccc(CC(=O)N2CCCC(c3cc(C(=O)Nc4ccccc4)no3)C2)cc1 (stereo not given),0,1.2,15
COc1ccc(S(=O)(=O)NC(=O)C2(C)CCN2C(=O)C2(c3ccccc3)CC2)cc1 (stereo not given),3,-1.5,20
CCC(=O)N1CCC(C)(C(=O)Nc2ccc(OC)c(OC)c2)C1 (stereo not given),-3,-0.5,15
COc1ccc(C(C)(NC(C)=O)c2nc(-c3ccc(F)c(Cl)c3)cs2)cc1 (stereo not given),2,0.0,-2
CCCNC(=O)C1(C)CCCN(C(=O)c2cc(C(C)(C)C)nn2C)C1 (stereo not given),0,0.0,17
COc1ccc(OC(=O)N(C)C[C@@H]2OCc3cn(nn3)CCCC(=O)N([C@H](C)CO)C[C@H]2C)cc1,2,0.5,11
Cc1ccc(-c2nc3c(Cl)cc(C(F)(F)F)cn3c2Cc2cccc(F)c2)cc1,-6,3.6,-374
Cc1c(C(=O)NCc2ccccn2)sc(=O)n1Cc1ccc(-c2ccccc2)cc1,1,-0.3,1
CN1C(=O)[C@@](O)(c2cn(C)c3ccccc23)c2cc(Br)ccc21,-2,1.0,20
CC1(C(=O)NS(=O)(=O)c2cccc(Cl)c2)CCN1C(=O)c1ccccc1CCc1ccccc1 (stereo not given),2,1.4,15
C[C@@H]1CCCN1[C@@H]1CS(=O)(=O)N[C@H]1COCc1ccccc1,-22,1.9,15
COc1ccc(S(=O)(=O)NC(=O)C2(C)CCN2C(=O)Cc2ccccc2)cc1OC (stereo not given),-2,-0.8,15
COc1ccc(NC(=O)C(c2ccc(OC)cc2)n2c(=O)c(-c3cc4ccccc4[nH]3)nc3ccccc32)cc1 (stereo not given),-17,2.4,-416
O=C(NC1CCCCC1)C(c1ccnc2ccccc12)N1CCc2ccccc2C1 (stereo not given),-11,-0.4,51*
O=C(NC(c1ccc(F)cc1)c1ccc2ccccc2n1)C1CCN(Cc2ccc(Oc3ccccc3)cc2)CC1 (stereo not given),-2,3.1,-38
CCc1nc2c(OCc3ccc(C#N)cc3)cccn2c1N(C)C(=O)c1cccs1,-2,-0.3,7
CC1(c2nnnn2Cc2ccccc2)CCC(=O)N1c1ccc(N2CCOCC2)cc1 (stereo not given),-2,0.7,-20
Nc1nc(N)c(N=O)c(Nc2ccc(Cl)c(Cl)c2)n1,-48,-1.6,17
CC(C)CCNC(=O)c1[nH]c(C(F)(F)F)nc1-c1ccccc1,3,0.1,16
COc1ccc(CNC(=O)C2(C)Cc3c(-c4ccccc4)ccnc3O2)cc1OC (stereo not given),0,0.0,4
CC(=O)c1cccc(NC(=O)c2ccc(-c3c(C)noc3C)c3ccoc23)c1,-2,-0.7,-5
O=C(C(=NNc1ccccc1)C(=S)Nc1ccccc1)c1ccccc1,1,5.0,23

# Single records, as listed above.
# Entry for `CCCNC(=O)C1(C)CCCN(C(=O)c2cc(C(C)(C)C)nn2C)C1` (stereo not given) → SENP1 FRET inh: 0; MPTP inh: 0.0; SENP8 inh: 17
# Entry for `CN1C(=O)[C@@](O)(c2cn(C)c3ccccc23)c2cc(Br)ccc21` → SENP1 FRET inh: -2; MPTP inh: 1.0; SENP8 inh: 20

# Further results follow:
SMILES,SENP1 FRET inh,MPTP inh,SENP8 inh
COCCNc1nc(NCc2ccccc2OC)c2sccc2n1,2,0.8,-14
CC(C)C[C@@H](CN1CCC[C@@H]1CN1C(=S)NC[C@@H]1Cc1ccccc1)N1C[C@H](Cc2ccc(O)cc2)N(CCc2ccccc2)C1=S,-1,0.5,18
CCc1ccc2cc3c(cc2n1)C(=O)c1ccccc1-3,6,0.9,18
COC(=O)C1=CN(c2ccc(N3CCOCC3)cc2)C(N)=C(C#N)C1c1cccc(OC)c1OC (stereo not given),-23,0.1,-85
COc1ccccc1Cc1c(-c2ccc(C)cc2)nc2cc(C)c(Br)c(C)n12,-2,2.8,4
CCc1ccc(OC2(C)CCN(Cc3ccc4c(c3)OCCO4)C2)cc1 (stereo not given),3,0.6,27
CC(=O)OC[C@@H]1CN(Cc2ccccc2)C[C@H](n2cnc3c(NCC(C)C)ncnc32)O1,-12,-0.2,-2
Cc1cccnc1C(NC(=O)C1CCN(CCOc2ccc(Cl)cc2Cl)CC1)c1ccc(Cl)cc1 (stereo not given),2,0.3,7
Cc1ccc(S(=O)(=O)N2C(c3ccc(Cl)c(Cl)c3)CC=C(C(=O)O)C2c2ccc(Cl)cc2)cc1 (stereo not given),-1,-1.0,12
CCCCCNC(=O)C(c1ccc(OC)cc1)n1c(=O)c(-c2ccccc2)nc2ccccc21 (stereo not given),-4,1.1,-362
O=C(Nc1ccccc1Cl)c1cc(C2CCCCN2S(=O)(=O)c2ccc(F)cc2F)on1 (stereo not given),-2,-2.0,14
CC1(C(=O)Nc2ccc3c(c2)OCO3)CCN1C(=O)CCC1CCCC1 (stereo not given),-3,0.0,5
CSCCC(c1nc2ccccc2[nH]1)n1c(=O)c(-c2ccco2)nc2ccccc21 (stereo not given),-31,3.8,-390
O=C(Nc1cccc(Cl)c1Cl)c1csc([C@@H]2O[C@H](CO)[C@@H](O)[C@H]2O)n1,2,-1.2,4
CCCCNC(=O)C(NC(=O)c1ccc(=O)[nH]c1)C(=O)c1ccccc1 (stereo not given),-1,-1.3,10
CCOC(=O)C1CCCN(C(=O)c2cccnc2Oc2ccccc2)CC1 (stereo not given),0,-0.3,24
CC(C)C[C@@H](COCc1cccc(Cl)c1)N1CCN(C(=O)c2ccc(C(F)(F)F)cc2)CCC1=O,-1,-0.9,5
CCOC(=O)[C@]12CCC=C1N(Cc1ccc3c(c1)OCO3)C(=O)[C@H](CC(=O)N1CCN(C(=O)c3ccco3)CC1)C2,-1,0.9,6
CCOc1ccccc1NC(=O)C1CCCN1S(=O)(=O)c1ccc2c(c1)C(C)(C)C(=O)N2C (stereo not given),-4,-2.0,14
CCCCOc1cccc2c(=O)n(CC(=O)Nc3ccc4c(c3)OCCO4)ccc12,-2,0.4,-70
CC(C)(C)NC(=O)C1c2ccccc2OCC(=O)N1CCc1ccccc1 (stereo not given),2,-1.0,11
O=C1NC[C@H](CCCCN2C[C@H](Cc3ccccc3)N(CCc3ccc(O)cc3)C(=O)C2=O)N(CC2CCCCC2)C1=O,-2,-0.2,7
Cc1ccc2nc(-c3cccc(Cl)c3)c(Cc3cccc(F)c3)n2c1,-1,1.9,-399
c1ccc(OCCNc2ccn3nc(-c4cccs4)cc3n2)cc1,-5,0.2,i
C[C@@H]1CNC(=O)c2c(C(=O)NC3CCN(C(=O)OC(C)(C)C)CC3)ncn21,4,0.6,20
C#Cc1ccc(NC(=O)C2(C)CCN2C(=O)c2ccccc2CCc2ccccc2)cc1 (stereo not given),-1,2.8,12
CC(C)(C)C1CCSC2=NCCC[C@]2(c2ccccc2)C1 (stereo not given in full),3,0.6,15
O=C(NCc1ccco1)Nc1nnc([C@H]2C[C@H](O)[C@@H](CO)O2)s1,-2,1.6,2
COc1cc(CN2C[C@@H](CO)O[C@@H](n3cnc4c(NC5CC5)ncnc43)C2)cc(OC)c1OC,0,1.2,-23
CC1(C(=O)NCC2CC2)Cc2c(-c3ccc4c(c3)OCO4)ccnc2O1 (stereo not given),2,0.9,-85
Cc1nc(C(F)(F)F)ccc1C(=O)N1CCC1(C)C(=O)NS(=O)(=O)c1ccc2ccccc2c1 (stereo not given),3,-0.6,18
CN(C)c1ccc(-c2ccnc3c2CC(C)(C(=O)Nc2cccc(N(C)C)c2)O3)cc1 (stereo not given),-1,0.3,i
COCC(O)Cn1ccnc1N=Nc1ccccc1 (stereo not given),-4,0.1,5
COC(=O)[C@]12CCCCC=C1N(Cc1ccccc1)C(=O)[C@H](CC(=O)NCCCCc1ccccc1)C2,-1,0.1,12
CCCCn1nnnc1C(c1cc2ccccc2o1)N(CCC#N)Cc1ccccc1 (stereo not given),1,0.0,14
CC(=O)NC(c1ccccc1)c1nc(-c2ccc(S(C)(=O)=O)cc2)cs1 (stereo not given),0,-0.4,2
COc1ccc(-c2ccc(C(=O)NCc3ccco3)c3occc23)c(C)c1,-1,0.0,-238
CN(C)c1ccc(NC(=O)Nc2ccc3c(c2)c(=O)n(C)n3Cc2ccc(Cl)cc2)cc1,23,0.7,i
COCCNC(=O)C1CCCN(C(=O)c2cc(C)n(C(C)(C)C)n2)CC1 (stereo not given),2,-0.3,23
OC[C@H]1O[C@@H](c2nc3ccc(-c4nc(-c5cccs5)no4)cc3[nH]2)C[C@@H]1O,-2,-0.9,-9

# Nothing new here: an excerpt of the list.
SMILES,SENP1 FRET inh,MPTP inh,SENP8 inh
COCCNC(=O)C1CCCN(C(=O)c2cc(C)n(C(C)(C)C)n2)CC1 (stereo not given),2,-0.3,23
OC[C@H]1O[C@@H](c2nc3ccc(-c4nc(-c5cccs5)no4)cc3[nH]2)C[C@@H]1O,-2,-0.9,-9

# A few values from the entries so far.
# Result for COC(=O)[C@]12CCCCC=C1N(Cc1ccccc1)C(=O)[C@H](CC(=O)NCCCCc1ccccc1)C2 in MPTP inh: 0.1
# Result for CC(=O)NC(c1ccccc1)c1nc(-c2ccc(S(C)(=O)=O)cc2)cs1 (stereo not given) in MPTP inh: -0.4
# Result for CN(C)c1ccc(-c2ccnc3c2CC(C)(C(=O)Nc2cccc(N(C)C)c2)O3)cc1 (stereo not given) in SENP1 FRET inh: -1

# (more compounds)
SMILES,SENP1 FRET inh,MPTP inh,SENP8 inh
COc1ccc([C@@H]2C[C@H]3[C@@H](CN2S(=O)(=O)c2ccccc2)C(=O)C[C@@H](c2ccc(OC)cc2)N3S(=O)(=O)c2ccccc2)cc1,2,0.6,10
CCCCC(=O)N(C)c1c(CC)nc2c(OCCOc3ccc(F)cc3)cccn12,-1,0.4,-3
O=C(NCc1cccc(C(F)(F)F)c1)c1ccc2nc([C@@H]3O[C@H](CO)[C@@H](O)[C@H]3O)[nH]c2c1,0,0.5,-3
COc1ccc(C2OC(CCc3ccccc3)CC3=C2C(=O)OC(C)(C)O3)cc1 (stereo not given),0,0.2,10
CC1=C(C(=O)N(C(C)C)C(C)C)CC(CC(=O)NCc2cccs2)C(=O)N1CCCN1CCCC1=O (stereo not given),0,0.6,7
O=C(Nc1ccccc1)C1Cc2c(-c3cccc(F)c3)ccnc2O1 (stereo not given),4,0.9,11
CN(Cc1ccc(Cl)cc1)C(CCc1ccccc1)C(=O)NC1CCCCC1 (stereo not given),0,-2.5,11
Cc1ccc(-c2nc3c(C)cc(Br)cn3c2Cc2ccccc2)cc1,-7,2.8,-3
CCCC(=O)N1CCC1(C)C(=O)Nc1cccc(F)c1 (stereo not given),1,2.4,5
CCN(C)C1CN(Cc2cn(Cc3ccc(F)cc3)nn2)S(=O)(=O)C1 (stereo not given),1,0.9,6
O=C(NCc1ccc2c(c1)OCO2)OCc1ccccc1,4,-0.4,12
Cc1cccnc1C1=NOC(Cc2ccccc2)C(=O)N1C (stereo not given),-2,-0.1,0

# An excerpt; count on the stated rates, not on these rows.
